Screens (PubChem)
NCI-60 one-dose screen, 48 h, at 10 µM unless noted. Numbers give growth in % (100 = growth as untreated, 0 = no growth, -100 = all killed).
OVCAR-8 = OVCAR-8 ovarian cancer. 81,000 compounds, 4.4% hits. AID 1794782
OVCAR-3 = OVCAR-3 ovarian cancer | 79,000 compounds, 7% hits
A498 = A498 renal cancer cells. 76,000 compounds, 5.4% hits. AID 1794774
RXF 393 = RXF 393 renal cancer cells | 77,000 compounds, 6.9% hits | AID 1794773
OVCAR-5 = OVCAR-5 ovarian cancer; 82,000 compounds, 2.9% hits; AID 1794783
TK-10 = TK-10 renal cancer cells. 81,000 compounds, 3.9% hits
ACHN = ACHN renal cancer; 81,000 compounds, 4.9% hits; AID 1794771
CAKI-1 = CAKI-1 renal cancer | 75,000 compounds, 4.7% hits | AID 1794772
* marks the source's active call; other numbers are inactive results; . = not tested or not shown; & = joins results of further samples; [ ] = another dose, or the depositor's remark. Rule for the calls: active = growth percent below 10; inactive = the rest. Only part of the results is shown; the hit share may differ from the screen's.

Short keys: A = OVCAR-8; B = OVCAR-3; C = A498; D = RXF 393; E = OVCAR-5; F = TK-10; G = ACHN; H = CAKI-1
compound: CC1COC(C)(C)O1 (stereo not drawn)
  A: 104	B: 108	C: 97	D: 125	E: 107	F: 95	G: 108	H: 92

compound: Cc1cc(C(C)(C)C)c(O)c(C)c1CC1=NCCN1
  A: 104	B: 118	C: 113	D: 118	E: .	F: 108	G: 98	H: 99

compound: FC(F)(F)c1cc(Nc2ccc3cc(OCCCN4CCOCC4)ccc3n2)ccc1Cl
  A: 31	B: 48	C: 36	D: -0.2*	E: 59	F: 43	G: 29	H: 86

compound: Clc1nc(Cl)c2ncn(C/C=C\Cn3cnc4c(Cl)nc(Cl)nc43)c2n1
  A: -57*	B: -97*	C: -18*	D: .	E: -9.2*	F: -46*	G: -94*	H: -97*

compound: CC(C)Cc1ccc(CC(C)C)c(OCCOCCN(C)C)c1
  A: 96	B: 98	C: 53	D: 75	E: 100	F: 120	G: 101	H: 85

compound: CCCCN(CCO)CC(O)Cn1cnc2c(N)ncnc21 (stereo not drawn)
  A: 105	B: 81	C: 116	D: 106	E: 106	F: 103	G: 105	H: 94

compound: C#CCOc1cccc(Nc2ncc3ncn(C4CCN(C(=O)CCl)C4)c3n2)c1 (stereo not drawn)
  A: 52[6.25 µM]	B: -6.2*[6.25 µM]	C: 89[6.25 µM]	D: -52*[6.25 µM]	E: 53[6.25 µM]	F: -35*[6.25 µM]	G: -31*[6.25 µM]	H: 49[6.25 µM]

compound: O=C(Nc1ccc2c(ccn2C(=O)c2cccc(F)c2)c1)NC1CCCCC1
  A: 92	B: 97	C: 80	D: .	E: 91	F: 99	G: 87	H: 93

compound: N#CC(CC(=O)c1ccccc1)c1ccccc1 (stereo not drawn)
  A: 94&104	B: 101&105	C: 80	D: 102&108	E: 101&92	F: 86&96	G: 104&100	H: 95

compound: Nc1nc(N)c2c(ccc3nccc32)[nH]1
  A: 26	B: 76	C: 79	D: 57	E: 65	F: 92	G: 43	H: .

compound: O=c1[nH]cc(CCCc2ccccc2)c(=O)[nH]1
  A: 107	B: 109	C: 89	D: 102	E: 105	F: 101	G: 102	H: 105

compound: CCOC(=O)c1nnn(-c2ccc(F)cc2)c1/C=C1\SC(=S)NC1=O
  A: 102	B: 115	C: 108	D: 120	E: 109	F: 97	G: 108	H: 93

compound: CC(C)(C)c1ccc(C(=O)Nc2cccc(NC(=O)c3ccccn3)c2)cc1
  A: 99	B: 102	C: 98	D: 119	E: 90	F: 109	G: 92	H: 105

compound: O=C(Oc1ccc(Cl)cc1Cl)c1ccc([N+](=O)[O-])cc1
  A: 103	B: 123	C: 104	D: 128	E: 110	F: 102	G: 106	H: 117

compound: O=C(C[n+]1ccccc1Br)c1ccc(Cl)cc1
  A: 108	B: 103	C: 89	D: 118	E: 94	F: 93	G: 106	H: 100

compound: O=C(NCCO)c1ccc(C(=O)NCCO)cc1
  A: 99	B: 128	C: 114	D: 115	E: 86	F: 99	G: 92	H: 101

compound: O=C(C1=C(O)C(=O)N(Cc2cccnc2)C1c1cccnc1)c1cccs1 (stereo not drawn)
  A: 104	B: 124	C: 115	D: 102	E: 98	F: 117	G: 104	H: 110

compound: CCCCNCC#N
  A: 108	B: 101	C: 125	D: 108	E: 93	F: 109	G: 98	H: 117

compound: COc1cc(C(=O)/C=C/c2c(-c3ccc(F)cc3)nc3sccn23)cc(OC)c1OC
  A: 35	B: 4.7*	C: 49	D: -51*	E: 88	F: 37	G: 28	H: 15

compound: Cn1c(-c2c(N)n(Cc3ccc(C(F)(F)F)cc3)c3nc(C#N)c(C#N)nc23)nc2ccccc21
  A: 7.0*	B: -8.6*	C: -6.3*	D: 4.5*	E: 30	F: -13*	G: 3.1*	H: 9.7*

compound: OCCc1ccc(Cl)cc1
  A: 99	B: 105	C: 106	D: 112	E: 98	F: 95	G: 105	H: 93

compound: COc1ccc(S(=O)(=O)N2CC3(COC3)C2)cc1NC(=O)c1[nH]c(C)c2c1CCCCC2=O
  A: 54	B: 54	C: 70	D: 76	E: 61	F: 18	G: 60	H: 20

compound: O=C(c1nc2ccccc2[nH]1)C1C(c2ccc(F)cc2)C2CC3CCCCC3N2[C@@]12C(=O)Nc1ccc(Cl)cc12 (stereo partly drawn)
  A: 61	B: 50	C: 40	D: 9.8*	E: 62	F: 73	G: 43	H: 55

compound: O=[N+]([O-])c1cccc(N=Nc2ccc(O)cc2O)c1
  A: 74	B: 62	C: 67	D: 84	E: 143	F: 66	G: 79	H: 39

compound: O=C1NC(=O)/C(=C2\CCOC2=O)N1
  A: 100	B: 112	C: 93	D: 119	E: 98	F: 109	G: 99	H: 101

(list continues)
Short keys: A = OVCAR-8; B = OVCAR-3; C = A498; D = RXF 393; E = OVCAR-5; F = TK-10; G = ACHN; H = CAKI-1
compound: NS(=O)(=O)c1ccc(CCn2c(=O)c3ccccc3c3ccccc3c2=O)cc1
  A: 99	B: 105	C: 82	D: 118	E: 104	F: 91	G: 104	H: 91

compound: COc1ccc(-c2cc(-c3nc4ccc(F)cc4[nH]3)[nH]n2)cc1
  A: .	B: 61	C: 44	D: 64	E: 83	F: 83	G: 50	H: 56

compound: CCN(CC)CCNC(Cc1ccccc1)c1cccc(OC)c1 (stereo not drawn)
  A: 103	B: 106	C: .	D: 94	E: 105	F: 90	G: 109	H: 109

compound: CC(CN1CC2CCC(CC2)C1)C(=O)c1cccs1 (stereo not drawn)
  A: 110	B: 112	C: 97	D: 153	E: 126	F: 126	G: 123	H: 93

compound: CC(C)CC1NC(=O)C(CCCCN)NC(=O)C(CCCCN)NC(=O)C(Cc2ccccc2)NC(=O)C(CCCCN)NC(=O)C(CC(C)C)NC(=O)C(CC(N)=O)NC(=O)C(C(C)C)NC(=O)C(CC(C)C)NC(=O)C(CCCCN)NC(=O)C(CCCCN)NC(=O)C(Cc2ccccc2)NC1=O (stereo not drawn)
  A: 90	B: 101	C: 57	D: 86	E: 88	F: 89	G: 98	H: 48

compound: OC(CSc1ccccc1)CN1CCN(c2ccc(Cl)cc2)CC1 (stereo not drawn)
  A: 100	B: 121	C: 82	D: 96	E: 102	F: 101	G: 98	H: 88

compound: CN1C(=O)N(C)C2NC(N=Nc3c(O)[nH]c4ccccc34)=NC21 (stereo not drawn)
  A: 106	B: 111	C: 88	D: .	E: 95	F: 115	G: 106	H: 86

compound: COC(=O)C1CCC[N+](C)(C)C1 (stereo not drawn)
  A: 99	B: 103	C: 93	D: 105	E: 109	F: 98	G: 100	H: 94

compound: Cc1n(Cc2ccc3ccccc3c2)cc[n+]1Cc1ccc2ccccc2c1
  A: 3.1*	B: -1.0*	C: 31	D: 3.4*	E: 21	F: 23	G: 80	H: .

compound: COc1cc2c(cc1O)CC[C@@H]1[C@@H]2CC[C@]2(C)[C@@H](NCCN(C)C)CC[C@@H]12
  A: -79*	B: -88*	C: -79*	D: -96*	E: -84*	F: -96*	G: -93*	H: -96*

compound: CCC(C)NC(=O)c1ccc(C)cc1 (stereo not drawn)
  A: 90	B: 107	C: 92	D: 108	E: 99	F: 87	G: 101	H: 96

compound: O=C(N/N=C/c1cccnc1)C(=O)Nc1cccc(C(F)(F)F)c1
  A: 131	B: 107	C: 106	D: 100	E: 113	F: 107	G: 105	H: 91

compound: CCOc1ccc2nc(NC(=O)CSC(=S)N3CCN(C)CC3)sc2c1
  A: 99	B: 112	C: 84	D: 94	E: 86	F: 102	G: 103	H: .

compound: Cc1cc(C[P+](c2ccccc2)(c2ccccc2)c2ccccc2)c(C[P+](c2ccccc2)(c2ccccc2)c2ccccc2)cc1C
  A: 90	B: 104	C: 83	D: 91	E: 75	F: 94	G: 84	H: 98

compound: O=C1CCC(C(=O)NNc2cc(F)ccc2F)N1 (stereo not drawn)
  A: 118	B: 103	C: .	D: 115	E: 87	F: 101	G: 85	H: 83

compound: C(=C(\C1=NCCN1)n1ccc2ccccc21)/c1ccc2ccccc2c1
  A: 96	B: 97	C: 71	D: 74	E: 77	F: 92	G: 85	H: 60

compound: COC(=O)[C@@H]1CC[C@H](C)c2ccc(C)nc2C1
  A: 104	B: 114	C: 108	D: 113	E: 105	F: 101	G: 103	H: 97

compound: O=C(Nc1ccccc1)C1=C(Nc2ccccc2)CSC1
  A: 102	B: 110	C: 68	D: 97	E: 88	F: 96	G: 102	H: 101

compound: CCCCCCCCCCCCCCCCCCSC1=CC(=O)C(OC)=C(OC)C1=O
  A: 86	B: 98	C: 97	D: 98	E: 94	F: 92	G: 93	H: 96

compound: COc1ccc(Oc2ccccc2C(=O)O)cc1
  A: 102	B: 97	C: 92	D: 104	E: 89	F: 112	G: 93	H: 96

compound: COc1ccc(-c2nc3sc(-c4ccc(OC)cc4)c(-c4ccc(OC)cc4)n3c2/C=C/c2ccc(C(C)C)cc2)cc1
  A: 97	B: 100	C: 99	D: 92	E: 95	F: 98	G: 98	H: 82

compound: Fc1ccc(-c2cn3nc(-c4c[nH]c5ccccc45)sc3n2)cc1
  A: 92	B: 90	C: 80	D: 91	E: 74	F: 89	G: 69	H: 59

compound: CCCCN(CCC)CCCCCCCCCCN1CCCc2ccccc21
  A: 102	B: 54	C: .	D: 109	E: 108	F: 83	G: 83	H: 63

compound: COc1ccc2nc(-c3ccc(Cl)cc3)cc(-c3nnc(SCC(=O)Nc4ccc(/C(C)=N\O)cc4)o3)c2c1
  A: 0.4*	B: 37	C: 64	D: 40	E: 81	F: 79	G: 66	H: .

compound: COc1ccc2c(=O)c(C(=O)O)c[nH]c2c1
  A: 107	B: 103	C: 97	D: 95	E: 93	F: 124	G: 102	H: 101

New compounds follow:
Short keys: A = OVCAR-8; B = OVCAR-3; C = A498; D = RXF 393; E = OVCAR-5; F = TK-10; G = ACHN; H = CAKI-1
compound: Cn1cc(-c2csc(-c3cn(C)c4ncccc34)n2)c2cc(Br)cnc21
  A: 94	B: 119	C: 79	D: 81	E: 88	F: 115	G: 95	H: 85

compound: COc1cc(/C=C/C(=O)c2c(C)nc3ccccc3c2C)ccc1OCCCOc1cc2c(cc1OC)C(=O)N1CCC[C@H]1C=N2
  A: 12	B: -87*	C: -76*	D: -84*	E: -23*	F: -66*	G: -41*	H: 4.2*

compound: COC1C(O)CC(OC2CC(OC3CC(O[C@@H]4C(=O)c5c(cc6cc(OC7CC(OC8CC(O)C(O)C(C)O8)C(O)C(C)O7)c(C)c(O)c6c5O)CC4[C@H](OC)C(=O)O)OC(C)C3O)OC(C)C2O)OC1C (stereo partly drawn)
  A: 16	B: 18	C: -15*	D: -46*	E: 29	F: 34	G: 2.9*	H: 18

compound: CCS/C(Cl)=C(\Cl)SCC
  A: 99	B: 102	C: 117	D: 106	E: 108	F: 107	G: 104	H: 89

compound: COc1cc(-c2c3c(nc4c2c(C)nn4-c2ccccc2)-c2ccccc2C(=O)C3=O)cc(OC)c1OC
  A: 80	B: -29*	C: 84	D: 83	E: 103	F: .	G: 82	H: 74

compound: CC1(c2ccccc2)C(C#N)C(=O)NC(=O)C1C#N (stereo not drawn)
  A: 107	B: 116	C: 99	D: 118	E: 94	F: 105	G: 100	H: 103

compound: CC(=O)c1cccc(N)c1
  A: 103	B: 108	C: 89	D: 99	E: 99	F: 103	G: 105	H: 97

compound: Cc1nn(-c2ccccc2)c2nc3c(nc12)C1=NCCN1C(c1ccc2c(c1)OCO2)N3 (stereo not drawn)
  A: 95	B: 100	C: 87	D: 89	E: 99	F: 118	G: 89	H: 83

compound: O=C(N/N=C1/C=C(NNC(=O)c2ccncc2)CCC1)c1ccncc1
  A: 98	B: 106	C: 93	D: 124	E: 92	F: .	G: 90	H: 102

compound: CC1(C2CCC3(C)OC3C2)CO1 (stereo not drawn)
  A: .	B: 137	C: .	D: 102	E: 166	F: 95	G: 99	H: 66

Compounds listed so far containing an NH in an aromatic ring (8):
Short keys: A = OVCAR-8; B = OVCAR-3; C = A498; D = RXF 393; E = OVCAR-5; F = TK-10; G = ACHN; H = CAKI-1
compound: Nc1nc(N)c2c(ccc3nccc32)[nH]1
  A: 26	B: 76	C: 79	D: 57	E: 65	F: 92	G: 43	H: .

compound: O=c1[nH]cc(CCCc2ccccc2)c(=O)[nH]1
  A: 107	B: 109	C: 89	D: 102	E: 105	F: 101	G: 102	H: 105

compound: COc1ccc(S(=O)(=O)N2CC3(COC3)C2)cc1NC(=O)c1[nH]c(C)c2c1CCCCC2=O
  A: 54	B: 54	C: 70	D: 76	E: 61	F: 18	G: 60	H: 20

compound: O=C(c1nc2ccccc2[nH]1)C1C(c2ccc(F)cc2)C2CC3CCCCC3N2[C@@]12C(=O)Nc1ccc(Cl)cc12 (stereo partly drawn)
  A: 61	B: 50	C: 40	D: 9.8*	E: 62	F: 73	G: 43	H: 55

compound: COc1ccc(-c2cc(-c3nc4ccc(F)cc4[nH]3)[nH]n2)cc1
  A: .	B: 61	C: 44	D: 64	E: 83	F: 83	G: 50	H: 56

compound: CN1C(=O)N(C)C2NC(N=Nc3c(O)[nH]c4ccccc34)=NC21 (stereo not drawn)
  A: 106	B: 111	C: 88	D: .	E: 95	F: 115	G: 106	H: 86

compound: Fc1ccc(-c2cn3nc(-c4c[nH]c5ccccc45)sc3n2)cc1
  A: 92	B: 90	C: 80	D: 91	E: 74	F: 89	G: 69	H: 59

compound: COc1ccc2c(=O)c(C(=O)O)c[nH]c2c1
  A: 107	B: 103	C: 97	D: 95	E: 93	F: 124	G: 102	H: 101
